# Source: PubChem
# phage Ecoli inh – E. coli growth loss with phage present | actives 0.26% (n = 360,000) | inhibition, % at 11.9 µM | AID 651602 | growth absorbance; in the data active means inhibition above about 11%
# DAGLB inhibitor – blocks human DAGLB lipase activity | actives 0.059% (n = 340,000) | Q8NCG7 | inhibition, % at 5.17 µM | HEK293T DAGLB membrane lysate, EnzChek fluorogenic substrate; in the data active means inhibition above about 34%;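 further: 0% = enzyme with vehicle and 100% = wells lacking enzyme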
# Target sequence (Q8NCG7 whole entry, looked up): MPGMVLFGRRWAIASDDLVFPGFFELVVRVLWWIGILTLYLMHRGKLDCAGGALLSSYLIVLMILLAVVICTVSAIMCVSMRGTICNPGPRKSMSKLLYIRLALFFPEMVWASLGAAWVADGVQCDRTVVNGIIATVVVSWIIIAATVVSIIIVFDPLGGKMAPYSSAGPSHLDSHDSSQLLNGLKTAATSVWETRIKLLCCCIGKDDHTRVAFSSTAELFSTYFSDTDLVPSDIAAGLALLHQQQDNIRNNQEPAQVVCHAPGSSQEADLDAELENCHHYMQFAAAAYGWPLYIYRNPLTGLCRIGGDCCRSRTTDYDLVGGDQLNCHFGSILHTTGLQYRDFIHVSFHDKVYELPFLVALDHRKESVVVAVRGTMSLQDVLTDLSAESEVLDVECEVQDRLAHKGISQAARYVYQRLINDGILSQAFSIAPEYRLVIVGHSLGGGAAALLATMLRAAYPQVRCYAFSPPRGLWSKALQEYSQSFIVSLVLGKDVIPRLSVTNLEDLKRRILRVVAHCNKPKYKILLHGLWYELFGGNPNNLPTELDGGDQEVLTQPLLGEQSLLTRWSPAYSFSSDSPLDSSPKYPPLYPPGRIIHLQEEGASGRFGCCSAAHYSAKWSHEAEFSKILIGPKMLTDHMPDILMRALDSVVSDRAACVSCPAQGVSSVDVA
# AddAB inh – less growth of phage-infected E. coli with AddAB; AID 435030; actives 0.29% (n = 330,000); E. coli expressing H. pylori AddAB, absorbance growth; inhibition, % at 11.9 µM; in the data active means inhibition above about 12%;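 further: 0% = vehicle wells of infected cells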
# Tat export inh – inhibitors of E. coli Tat protein transport; actives 0.036% (n = 340,000); AID 488895; inhibition, % at 10 µM; E. coli MC4100 TorA-mCherry Tat export, fluorescence;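 active means mean replicate inhibition at least 50% and at least half of replicates individually reaching 50%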;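 further: exported cargo escapes ClpAP degradation while cytoplasmic cargo is degraded and loses fluorescence; 0% = median of neutral control wells and 100% = median of NaSCN control wells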
# CAL PDZ inh – blocks peptide binding to human CAL PDZ domain. actives 0.02% (n = 330,000). AID 504414. inhibition, % at 20 µM. Q9HD26. purified CAL PDZ, TMR-peptide fluorescence polarization, 1 h;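 active means highest replicate inhibition of at least 40%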;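 further: plate controls were DMSO neutral control wells for no effect and unlabeled competitor peptide control wells for full effect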
#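 Test system: tagged CAL PDZ domain / Buffer or medium: sodium phosphate/NaCl buffer pH 7.4 with TCEP, IgG, Thesit / Reagent: TMR-labelled reporter peptide T*-PRC34 bound in PDZ groove / Compound dosing: single point, 20 µM / Schedule: 1 h incubation at room temperature before polarization reading / Technique: fluorescence polarization (mP) / Benchmarks: unlabelled peptide, DMSO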
# Rtt109 Vps75 – C. albicans Rtt109 histone acetyltransferase inhibition; Q5AAJ8; purified Rtt109/Vps75, ThioGlo CoA-SH fluorescence, 4 h; inhibition, % at 34.9 µM; actives 0.16% (n = 330,000); AID 540336;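 active means inhibition of at least 50% in every replicate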
# Target sequence (Q5AAJ8 whole entry, looked up): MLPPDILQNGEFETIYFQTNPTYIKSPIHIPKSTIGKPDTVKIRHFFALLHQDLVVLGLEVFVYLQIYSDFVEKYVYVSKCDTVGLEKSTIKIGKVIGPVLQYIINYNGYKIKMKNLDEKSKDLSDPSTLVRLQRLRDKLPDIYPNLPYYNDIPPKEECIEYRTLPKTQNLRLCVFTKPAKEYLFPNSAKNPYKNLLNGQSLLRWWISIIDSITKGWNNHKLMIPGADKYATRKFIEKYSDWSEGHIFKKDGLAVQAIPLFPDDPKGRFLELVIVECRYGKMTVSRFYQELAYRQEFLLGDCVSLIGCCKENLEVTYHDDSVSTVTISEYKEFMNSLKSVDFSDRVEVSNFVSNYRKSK
# Wnt act – activators of Wnt/beta-catenin signaling. Wnt/beta-catenin reporter cell assay, activator, plate reader. AID 743398. activation, % at 9.35 µM. actives 1.2% (n = 300,000); in the data active means activation above about 30%, passing the limit was not always enough;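 further: 0% = neutral control wells and 100% = positive control wells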
# PvdQ inh – P. aeruginosa PvdQ acylase inhibition | AID 488965 | actives 0.063% (n = 340,000) | inhibition, % at 10 µM | purified PvdQ acylase, fluorescence plate reader; in the data active means inhibition above about 30%, passing the limit was not always enough;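 further: 0% = vehicle neutral wells and 100% = reference inhibitor wells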
# PfHsp90 yeast 2 – inhibits growth of yeast expressing Plasmodium falciparum Hsp90; S. cerevisiae expressing PfHsp90, BacTiter-Glo ATP, 48 h; yeast lacking PDR1 and PDR3 efflux regulators; inhibition, % at 9.4 µM; actives 0.32% (n = 310,000);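 active means every replicate shows inhibition above about 80%, whatever the replicate mean, limit read from the data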;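 further: 0% = DMSO neutral controls and 100% = 20 µM radicicol positive controls; yeast relying on Plasmodium falciparum Hsp90 in place of its own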
# Ecoli viability – reduces bacterial viability in AddAB counter-screen; E. coli V3065 growth, OD600 absorbance, 18 h; inhibition, % at 11.9 µM; actives 0.27% (n = 330,000); AID 449728;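 active means inhibition above the campaign's mean inhibition across all tested compounds plus 3 SD, cut at about 9.9% in these data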;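 further: uninfected addAB+ strain grown without phage in ampicillin broth; 0% = DMSO wells and 100% = ciprofloxacin 0.95 µg/ml wells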
# * marks the source's active call; other numbers are inactive results; . = no result given. Compounds as they come; overall some 1.9% were active at least once.
entry	Compound	phage Ecoli inh	DAGLB inhibitor	AddAB inh	Tat export inh	CAL PDZ inh	Rtt109 Vps75	Wnt act	PvdQ inh	PfHsp90 yeast 2	Ecoli viability
1	Cc1cccc(OCC(=O)N/N=C/c2sc(=O)n(Cc3cccc(C(=O)O)c3)c2Cl)c1	-0.6	5	0.7	0	-2.0	6	2	-2	-15	3.5
2	C[C@H](CO)N1C[C@H](C)[C@@H](CN(C)S(=O)(=O)c2ccc(F)cc2)Oc2ccc(NC(=O)Cc3cn(C)c4ccccc34)cc2C1=O	0.5	-6	1.1	2	-0.4	0	-11	1	-11	-0.3
3	COc1ccc(C2=NS(=O)(=O)N(C)C(C(=O)NCc3ccco3)=C2)cc1OC	2.0	-2	-1.8	-8	-0.9	-2	3	-10	35	-3.4
4	CC(=O)c1cnc2ncnn2c1C	3.0	2	3.0	-6	0.6	2	.	-24	-25	1.4
5	O=C1CC(=C(c2ccccc2)c2ccccc2)C(=O)N1CCCN1CCN(c2cccc(Cl)c2)CC1	-0.8	-12	-1.3	0	-0.2	3	.	-9	6	1.2
6	CCCNC(=O)C1(CC2CC(c3ccccc3)=NO2)CCN(C(=O)c2ccccc2)CC1 (stereo unspecified)	1.7	3	-0.3	-2	-0.1	-4	1	-10	-5	0.8
7	CCc1c(C)n([O-])c2c([n+]1=O)CCC2	1.4	1	1.8	-4	0.1	-2	.	1	-3	-1.9
8	CC(C)COc1ccc(C(=O)N/N=C/c2ccoc2)cc1	3.7	-7	2.5	-26	-2.8	-6	8	0	10	2.7
9	COc1ccc(S(=O)(=O)CCC(=O)NCCc2ccc(Cl)cc2)cc1	0.4	1	1.3	-1	-1.6	12	-2	20	1	-0.7
10	COc1ccc(OC)c(CN(CCN2CCOCC2)C(=O)Nc2ccccc2)c1	1.2	1	-1.1	-4	0.0	4	1	2	12	0.1
11	Cc1nn(C(=O)c2ccc3c(c2)OCO3)c(N)c1-c1ccccc1	2.5	-17	-4.3	1	-0.1	2	67*	-9	10	-1.0
12	Cc1ccc(S(=O)(=O)CCC(=O)Nc2ccc(Br)cc2)cc1	2.0	-4	0.0	-1	-0.3	1	1	0	-6	-2.8
13	Cc1cc(C)nc(Sc2ccc3nnnn3n2)n1	0.6	2	-0.7	-7	-0.9	-11	-2	-1	6	-1.1
14	CC(C)CNC(=S)N1CCN(Cc2ccc3c(c2)OCO3)CC1	5.0	-1	-1.5	-7	-1.1	-1	0	-6	-14	0.0
15	CC(=O)c1nnn(-c2cccc([N+](=O)[O-])c2)c1C	3.0	1	3.2	0	-3.0	-2	0	-8	9	-2.8
16	COc1ccccc1NS(=O)(=O)c1ccc2ccccc2c1	-1.6	-9	0.4	-3	-0.7	3	7	-12	0	4.2
17	CCOC(=O)C(C)Sc1nnc(NC(=O)c2ccc3c(c2)OCO3)s1 (stereo unspecified)	0.2	-2	0.9	-6	-1.8	-5	-1	-4	9	1.0
18	NNC(=O)C(Cc1cnc[nH]1)NC(=O)OCc1ccccc1 (stereo unspecified)	0.2	-1	3.5	7	-0.3	-1	1	-7	0	0.2
19	Cc1ccc(OCCNS(=O)(=O)c2ccc(N3CCCC3=O)cc2)cc1	0.8	3	2.0	13	1.4	0	-3	-10	1	0.9
20	COc1ccc(C(=O)Nc2nc(-c3ccc(S(=O)(=O)N4CCOCC4)cc3)cs2)cc1	1.7	1	-0.5	-3	-2.2	9	3	-17	-12	-1.8
21	Cc1ccc(C(=O)NC(=S)NNS(=O)(=O)c2ccc(C)cc2)cc1	3.1	4	2.9	-14	-1.4	18	.	-10	-16	-3.6
22	CCOC(=O)COc1ccccc1/C=N/O	1.1	1	-1.4	12	-0.7	-16	-4	0	-59	-1.1
23	CC(=O)Nc1ccc(-c2csc(NC=C3C(=O)OC(C)(C)OC3=O)n2)cc1	1.6	1	0.2	-10	-0.8	-18	9	-11	-2	-0.3
24	NC(=O)COc1ccc2oc(=O)cc(-c3cc4ccccc4o3)c2c1	0.1	0	2.7	0	-6.9	-2	-3	-6	-8	2.5

# Wnt act, what is marked active above
no.	compound	phage Ecoli inh	DAGLB inhibitor	AddAB inh	Tat export inh	CAL PDZ inh	Rtt109 Vps75	Wnt act	PvdQ inh	PfHsp90 yeast 2
11	Cc1nn(C(=O)c2ccc3c(c2)OCO3)c(N)c1-c1ccccc1	2.5	-17	-4.3	1	-0.1	2	67*	-9	10

# (next part)
entry	Compound	phage Ecoli inh	DAGLB inhibitor	AddAB inh	Tat export inh	CAL PDZ inh	Rtt109 Vps75	Wnt act	PvdQ inh	PfHsp90 yeast 2	Ecoli viability
25	Nc1nnc(CSCc2cccc(Br)c2)s1	3.0	-2	-2.0	-6	-1.5	5	-3	6	.	-0.2
26	O=C(OCCN=C1NS(=O)(=O)c2ccccc21)c1cccs1	2.2	2	0.8	-21	-1.0	3	0	-14	-10	-1.8
27	Cc1ccc(NC(=O)CC(=O)c2ccccc2)cc1C	-1.3	-2	-1.5	-11	-2.8	-3	-1	-8	-35	-0.4
28	C#C[C@]1(O)CC[C@H]2[C@@H]3CCc4cc(O)ccc4[C@H]3CC[C@@]21C	5.3	2	-5.2	-5	-0.6	5	-2	-3	-29	-2.2
29	O=c1cc(N2CCOCC2)c2ccccc2o1	-0.1	0	1.0	-8	-3.7	-3	.	-9	.	0.3
30	COCCCN1C(=O)C(=O)/C(=C(/O)c2ccc3c(c2)OCCO3)C1c1ccc(C(=O)OC)cc1 (stereo unspecified)	3.6	0	0.0	-18	-1.0	-8	3	0	-14	2.2
31	CS/C(=N\S(=O)(=O)c1cccs1)Nc1ccc(Cl)cc1	2.1	-1	6.3	-2	-1.4	-2	0	-15	19	1.1
32	COC(=O)C1C2CCCCC1C(=O)O2 (stereo unspecified)	0.6	1	.	11	0.1	9	-3	-11	29	.
33	COc1ccc(NC(=O)NNC(=O)COc2ccc([N+](=O)[O-])c(C)c2)cc1OC	2.6	0	3.5	2	-11	-1	-1	-16	2	1.0
34	O=C(CN1C(=O)CC(c2ccccc2)=Nc2ccccc21)NC1CCCCC1	5.1	1	2.0	7	-1.9	6	-4	-17	-2	1.8
35	CCN(CC)C(=O)CSc1nc(O)cc(=O)n1C	4.2	-2	1.6	4	.	-151	.	-8	.	-1.0
36	Cc1cc(C)c2nc(N3CCCC(C(=O)NC4CCCC4)C3)sc2c1 (stereo unspecified)	1.6	-5	1.3	-5	-2.4	0	1	-10	-4	0.8
37	CNC(=S)N(Cc1ccc(OC)cc1)Cc1cc2cccc(C)c2[nH]c1=O	4.3	3	3.8	-9	-0.7	2	-5	21	-13	-1.0
38	COc1cc(C(C2C(=O)CC(C)(C)CC2=O)C2C(=O)CC(C)(C)CC2=O)ccc1OC(C)=O	1.4	-3	2.8	0	1.0	2	-2	-9	-9	-0.8
39	CCOc1ccc(NC(=O)N(CCN(C)C)C(C)c2ccncc2)cc1 (stereo unspecified)	1.6	1	0.9	-6	-0.2	-1	-3	-8	6	-1.3
40	COc1ccc(OC)c(C(=O)NC(CC(N)=O)c2ccc(NCCOc3ccccc3)c([N+](=O)[O-])c2)c1 (stereo unspecified)	2.5	3	1.4	13	0.0	4	-1	-9	-8	-0.8
41	Cc1ccccc1-c1nc2ccccc2c(=O)n1C1CCS(=O)(=O)C1 (stereo unspecified)	1.7	2	1.9	-3	-0.7	8	-5	-2	-18	0.6
42	CCCCSc1nnc(-c2ccccc2N)c(=O)[nH]1	3.9	3	3.7	-1	-3.0	-4	30	-13	-25	0.6
43	O=C(CN1c2cccc3cccc(c23)S1(=O)=O)Nc1c(F)c(F)c(F)c(F)c1F	-0.1	-1	1.2	-2	-2.1	.	1	2	-13	-0.1
44	O=C(N[C@@H](Cc1ccc(O)cc1)C(=O)O)c1ccc(C(F)(F)F)cc1	0.6	-1	-2.3	0	-1.4	-9	-4	-18	9	-0.3
45	COC(=O)CCC(=O)N1CCCC(CNS(=O)(=O)c2ccc(OC)cc2)C1 (stereo unspecified)	4.3	-3	-2.2	-4	-1.1	-9	-3	-13	-53	0.7
46	O=C(NNC(=O)C1CC1)c1cc(Cl)nc2ccccc12	3.5	1	4.0	-6	-0.5	-3	-3	7	-20	-0.4
47	CCOC(=O)c1cc(CC)sc1NC(=O)CC1SC(N)=NC1=O (stereo unspecified)	3.6	2	1.7	10	-4.1	-5	.	-11	.	-2.4
48	CCN(CC)CC(O)Cn1c(C)c(-c2ccccc2)c2cc([N+](=O)[O-])ccc21 (stereo unspecified)	2.1	2	1.3	5	.	-6	-3	-15	-14	0.3
49	O=C(COc1ncnc2ccccc12)Nc1cccc(S(=O)(=O)N2CCOCC2)c1	-0.4	0	0.4	2	-1.9	-2	10	-13	-1	-1.2
50	O=C(CC1C(=O)NCCN1C(=O)c1ccc([N+](=O)[O-])cc1)Nc1cccc(Cl)c1 (stereo unspecified)	1.2	3	2.8	11	-2.3	-4	-1	-9	20	-4.3
51	O=C(c1c[nH]c2ccccc12)N1CCN(Cc2ccccc2)CC1	2.4	0	4.1	5	-0.8	4	1	-13	1	0.1
52	Cc1ccc(NS(=O)(=O)c2ccc(CCC(=O)NCc3ccccn3)cc2)cc1	2.7	-3	0.5	-3	-0.1	0	-1	4	-6	-2.0
53	CNC(=S)N1CCN(C(c2ccccc2)c2ccccc2)CC1	4.7	1	-1.6	15	-0.5	5	-1	-15	-4	-0.8
54	CCCCCC(=O)Nc1ccc(-c2cn3cccnc3n2)cc1	4.1	2	1.5	-5	177*	-3	1	-17	10	1.5
55	CN(C(=O)/C=C/c1ccc([N+](=O)[O-])s1)c1ccccc1	4.2	3	0.2	9	-1.4	2	2	11	-25	3.7
56	CCCc1nc(SCC(=O)c2ccccc2)c2c(=O)n(C)c(=O)n(C)c2n1	4.1	-10	-0.3	3	-18	10	0	-6	-2	-1.5
57	NS(=O)(=O)c1ccc(NC(=O)Cn2nc(C(=O)O)c3ccccc3c2=O)cc1	-0.5	1	1.4	-4	-2.7	0	-1	-11	-21	1.4
58	O=Cc1cn(CC(=O)N2CCc3ccccc32)c2ccccc12	2.2	-2	1.4	-2	0.2	1	0	-7	-4	-1.1
59	CC1CCc2sc3c(c2C1)c1ncnn1c(=O)n3CC(=O)c1ccc(Br)cc1 (stereo unspecified)	2.1	0	3.2	-4	0.3	2	.	2	.	1.1
60	Cc1cccc(Nc2nnc(SCC(=O)Nc3cccnc3Cl)s2)c1	1.3	0	1.5	-8	-1.6	-4	.	-12	22	-1.0
61	COc1cc(N)c(Cl)cc1C(=O)OCC(=O)NC(=O)NCc1ccco1	0.6	-2	-2.9	8	-0.8	-2	-3	8	-5	0.1
62	Cc1ccc(NC(=O)CCNS(=O)(=O)c2ccc(OC(F)(F)F)cc2)c(O)c1	1.2	1	-1.5	-2	-2.3	-3	-3	-10	7	-2.1
63	CCOC(=O)C1CCN(C(=O)CNC(=O)c2nn(-c3ccc(OC)cc3)c(=O)c3ccccc23)CC1	1.5	-1	2.4	-11	-1.4	-8	-2	6	27	0.4
64	CN(C)[C@@H](CO)c1nnc([C@H](CCC(=O)O)NC(=O)C2CCNCC2)o1	0.5	-2	3.2	-7	-0.2	-9	-1	-8	4	-3.6

# Quoted at random: two records from the list, in no set order.
entry	Compound	phage Ecoli inh	DAGLB inhibitor	AddAB inh	Tat export inh	CAL PDZ inh	Rtt109 Vps75	Wnt act	PvdQ inh	PfHsp90 yeast 2	Ecoli viability
62	Cc1ccc(NC(=O)CCNS(=O)(=O)c2ccc(OC(F)(F)F)cc2)c(O)c1	1.2	1	-1.5	-2	-2.3	-3	-3	-10	7	-2.1
61	COc1cc(N)c(Cl)cc1C(=O)OCC(=O)NC(=O)NCc1ccco1	0.6	-2	-2.9	8	-0.8	-2	-3	8	-5	0.1
